From PubChem BioAssay
CHO parental Ca = ATP-evoked calcium signal inhibitors, parental CHO, primary screen, counter-screen for OX1R antagonist project, cell-based, fluorescence, Fluo-8 calcium dye | parental CHO-K1, ATP-induced calcium, Fluo-8 fluorescence | inhibition, % at 5.6 µM | hit rate 0.63% among 330,000 | AID 463079, 2010;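 active means inhibition above that plate's mean sample inhibition plus 3 SD, cut at about 26% in these data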;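 further: 0% = ATP-challenged DMSO wells and 100% = DMSO wells without ATP; some compounds past the cut are filed as inactive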
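Material: Parental CHO cells | Reagent: ATP | Compound dosing: Single nominal dose of 5.6 µM per compound | Detection: Intracellular calcium via Fluo-8 no-wash fluorescent dye | Read-out: % inhibition of ATP-induced calcium mobilization | Benchmarks: Low control ATP plus DMSO, high control DMSO only | Replicates: Singlicate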
TAAR1 ag = human TAAR1 agonists, primary screen, Fluo-8 calcium fluorescence, CHO RD-HGA16 cells; vehicle wells 0%, saturating PEA agonist 100%; activation, % at 3 µM; Trace amine-associated receptor 1 (Homo sapiens), Q96RJ0; hit rate 0.99% among 360,000;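 active means activation above the mean activation of all test compounds in the run plus 3 SD, cut at about 38% in these data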
Target sequence (Q96RJ0 whole entry, looked up): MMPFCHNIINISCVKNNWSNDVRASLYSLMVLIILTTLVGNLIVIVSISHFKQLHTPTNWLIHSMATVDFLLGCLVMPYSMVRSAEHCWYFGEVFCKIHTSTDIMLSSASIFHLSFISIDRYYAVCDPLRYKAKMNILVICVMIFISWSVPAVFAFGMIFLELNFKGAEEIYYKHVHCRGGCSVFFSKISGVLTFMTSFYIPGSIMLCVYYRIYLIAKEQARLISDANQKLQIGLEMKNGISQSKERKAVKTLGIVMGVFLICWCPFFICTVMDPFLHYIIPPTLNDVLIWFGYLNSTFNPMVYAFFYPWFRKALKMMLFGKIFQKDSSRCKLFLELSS
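Benchmarks: low control DMSO, high control PEA (EC100); System: CHO RD-HGA16 cells carrying human TAAR1 plus Gα16; Detection: Fluo-8 fluorescence, 5 s baseline then 140 s kinetic read; Schedule: 17-24 h plating, Fluo-8 75 min 37 °C, 30 min RT; Read-out basis: % activation from peak over basal fluorescence ratio, DMSO-to-PEA scaled.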
CHO-K1 Ca PAM = nonselective calcium activators in parental CHO-K1 cells, primary screen, counter-screen for M1 PAM project, cell-based, Fluo-8 calcium fluorescence, full deck, 1536-well | hit rate 0.02% among 360,000 | AID 602247, 2012 | ATP EC20; 0% at ATP EC20, 100% at ATP max | activation, % at 3 µM;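 active means activation above the run cutoff, the mean activation of all test compounds plus 3 SD, cut at about 40% in these data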;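 further: peak over basal fluorescence ratio in a 140 s read after ATP addition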
CHRM1 PAM = human M1 muscarinic receptor positive allosteric modulators, primary screen, CHO-K1 cells, Fluo-8 calcium fluorescence, 1536-well; activation, % at 3 µM; AID 588819, 2011; CHO-K1 hM1, ACh EC20; 0% = ACh EC20, 100% = maximal ACh; hit rate 0.088% among 360,000; Muscarinic acetylcholine receptor M1 (Homo sapiens), P11229; in the data active means activation above about 19%, passing the limit was not always enough
Target sequence (P11229 whole entry, looked up): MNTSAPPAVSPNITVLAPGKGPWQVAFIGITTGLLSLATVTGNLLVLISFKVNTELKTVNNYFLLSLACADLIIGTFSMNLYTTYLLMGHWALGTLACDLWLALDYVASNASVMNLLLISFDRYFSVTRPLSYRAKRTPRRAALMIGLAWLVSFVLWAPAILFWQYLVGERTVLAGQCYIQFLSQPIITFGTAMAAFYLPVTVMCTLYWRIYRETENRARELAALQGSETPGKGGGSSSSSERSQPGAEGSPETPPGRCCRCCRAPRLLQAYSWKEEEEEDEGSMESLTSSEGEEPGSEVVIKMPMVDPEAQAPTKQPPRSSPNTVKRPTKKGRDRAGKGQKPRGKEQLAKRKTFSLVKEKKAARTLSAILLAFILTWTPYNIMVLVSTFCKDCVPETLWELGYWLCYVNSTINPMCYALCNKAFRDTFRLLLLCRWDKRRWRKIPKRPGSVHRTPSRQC
CHO-K1 Ca antag = nonselective inhibitor or artifact in parental CHO-K1 cells; ATP-induced calcium, Fluo-8 fluorescence; inhibition, % at 3 µM; hit rate 0.6% among 360,000; AID 602250;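 active means inhibition above a per-plate cutoff, the plate's mean sample inhibition plus 3 SD, cut at about 24% in these data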;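 further: 0% = DMSO plus EC80 ATP and 100% = DMSO alone without ATP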
CHO-K1 Ca ag = counter-screen for M1 agonists: effect in parental CHO-K1 cells; hit rate 0.48% among 360,000; Fluo-8 calcium fluorescence; scaled to maximal ATP response, vehicle zero; activation, % at 3 µM; in the data active means activation above about 15%;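 further: untransfected CHO-K1 host cells lacking M1 receptor as counterscreen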
CHRM1 agonist = human M1 muscarinic receptor agonists, primary screen, Fluo-8 calcium fluorescence, CHO-K1 cells, HTS; Muscarinic acetylcholine receptor M1 (Homo sapiens), P11229; CHO-K1 hM1, agonist mode; 0% DMSO, 100% acetylcholine EC100; activation, % at 3 µM; hit rate 0.33% among 360,000; AID 588814, 2011;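 active means activation above the run's mean compound activation plus 3 SD, cut at about 16% in these data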;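 further: peak over basal fluorescence ratio within a 140 s kinetic read after compound addition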
CHRM1 antagonist = human M1 muscarinic receptor antagonists, primary screen, CHO-K1 cells, Fluo-8 calcium fluorescence, 1536-well. Muscarinic acetylcholine receptor M1 (Homo sapiens), P11229. CHO-K1 hM1, ACh EC80 antagonist. inhibition, % at 3 µM. hit rate 1.3% among 360,000. AID 588852, 2011;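 active means percent inhibition above its own plate's cutoff, namely the mean of that plate's compound wells plus 3 SD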;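 further: peak over basal fluorescence ratio during 140 s after agonist addition; 0% = ACh EC80 plus DMSO and 100% = DMSO alone without agonist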
TAAR1 antag = human TAAR1 antagonists, primary screen, Fluo-8 calcium fluorescence, CHO RD-HGA16 cells; AID 624466, 2012; Trace amine-associated receptor 1 (Homo sapiens), Q96RJ0; hit rate 1.5% among 360,000; antagonist; inhibition, % at 3 µM;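 active means inhibition above a per-plate cutoff, the mean inhibition of test compounds on that plate plus 3 SD, cut at about 49% in these data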;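 further: 0% = DMSO plus EC80 beta-PEA response and 100% = DMSO alone without agonist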
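test system = CHO RD-HGA16 cells bearing hTAAR1 | replication = singlicate | controls = DMSO-only wells and EC80 β-PEA-stimulated wells | reagent = EC80 β-phenethylamine stimulus | read-out basis = percent inhibition of PEA-evoked calcium signal, max/basal emission ratio | schedule = seeding 17-24 h prior, 75-min 37 °C, 30-min RT dye loading | signal = kinetic Fluo-8 calcium fluorescence measurement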
Active calls of the source: *.

How did Cc1ccc(S(=O)(=O)CC(=O)N2CCN(c3ccc([N+](=O)[O-])cc3)CC2)cc1 do in these assays?
CHO parental Ca: 4.8; TAAR1 ag: -0.3; CHO-K1 Ca PAM: 10.0; CHRM1 PAM: -17.3; CHO-K1 Ca antag: -4.4; CHO-K1 Ca ag: 2.2; CHRM1 agonist: -5.0; CHRM1 antagonist: 15.4; TAAR1 antag: 5.5

How did O=C(CCC(=O)N(c1ccc(F)cc1)C(C(=O)NC1CCCC1)c1ccncc1)Nc1cccnc1 (stereo not given) do in these assays?
CHO parental Ca: -22.9; TAAR1 ag: 1.0; CHO-K1 Ca PAM: 2.6; CHRM1 PAM: 11.9; CHO-K1 Ca antag: -5.1; CHO-K1 Ca ag: 0.6; CHRM1 agonist: -2.1; CHRM1 antagonist: -10.4; TAAR1 antag: -1.8

What do the screens show for `CCOc1ccc(C(c2c(NC(=O)c3ccccc3)sc(C)c2C)N2CCN(C)CC2)cc1` (stereo not given)?
CHO parental Ca: -17.7; TAAR1 ag: 14.6; CHO-K1 Ca PAM: 14.0; CHRM1 PAM: 2.5; CHO-K1 Ca antag: -7.2; CHO-K1 Ca ag: 1.7; CHRM1 agonist: -6.9; CHRM1 antagonist: -1.0; TAAR1 antag: -14.8

What do the screens show for `FC(F)Oc1ccc(N=C2SCC3CCCCN23)cc1` (stereo not given)?
CHO parental Ca: -8.9; TAAR1 ag: 1.3; CHO-K1 Ca PAM: 12.7; CHRM1 PAM: -1.9; CHO-K1 Ca antag: -13.3; CHO-K1 Ca ag: 5.3; CHRM1 agonist: -5.8; CHRM1 antagonist: -0.1; TAAR1 antag: 2.7

What do the screens show for `CCOC(=O)c1c(C)[nH]c(C)c1S(=O)(=O)N(C)CC(=O)Nc1ccccc1C`?
CHO parental Ca: -15.7; TAAR1 ag: -0.8; CHO-K1 Ca PAM: 17.8; CHRM1 PAM: 10.8; CHO-K1 Ca antag: -17.8; CHO-K1 Ca ag: 0.9; CHRM1 agonist: -1.4; CHRM1 antagonist: -10.8; TAAR1 antag: -32.1

What do the screens show for `CCN(c1ccccc1)S(=O)(=O)c1cc2c3c(c1)CCN3C(=O)CC2`?
CHO parental Ca: -12.6; TAAR1 ag: 2.1; CHO-K1 Ca PAM: -9.7; CHRM1 PAM: 13.2; CHO-K1 Ca antag: 2.0; CHO-K1 Ca ag: -0.3; CHRM1 agonist: 0.7; CHRM1 antagonist: -7.9; TAAR1 antag: -14.5

How did O=C(Oc1ccc(Cl)c2cccnc12)N1CCCCC1 do in these assays?
CHO parental Ca: -5.3; TAAR1 ag: 17.0; CHO-K1 Ca PAM: 4.8; CHRM1 PAM: 1.9; CHO-K1 Ca antag: -19.9; CHO-K1 Ca ag: -0.1; CHRM1 agonist: -7.4; CHRM1 antagonist: -4.7; TAAR1 antag: -4.7

Results for CCC1(CC)SCCNC1=O ?
TAAR1 ag: 2.1; CHO-K1 Ca PAM: -19.9; CHRM1 PAM: 5.3; CHO-K1 Ca antag: -0.2; CHO-K1 Ca ag: -0.4; CHRM1 agonist: 0.2; CHRM1 antagonist: -5.0; TAAR1 antag: -17.0

Results for CCN(CC(=O)Nc1ccc2c(c1)OCCO2)C(=O)COc1ccc(C(C)=O)cc1 ?
TAAR1 ag: 3.6; CHO-K1 Ca PAM: 9.9; CHRM1 PAM: 5.3; CHO-K1 Ca antag: -3.9; CHO-K1 Ca ag: 1.3; CHRM1 agonist: -1.6; CHRM1 antagonist: -7.2; TAAR1 antag: -26.8

What do the screens show for `N#Cc1c(N)nc(SCC(=O)C23CC4CC(CC(C4)C2)C3)c(C#N)c1-c1ccc(Cl)cc1`?
CHO parental Ca: -18.7; TAAR1 ag: -1.2; CHO-K1 Ca PAM: 8.1; CHRM1 PAM: 2.3; CHO-K1 Ca antag: -1.4; CHO-K1 Ca ag: 0.5; CHRM1 agonist: -3.5; CHRM1 antagonist: -3.4; TAAR1 antag: 11.3

How did Cc1ccc(O)c(-c2cc(C(F)(F)C(F)F)[nH]n2)c1 do in these assays?
CHO parental Ca: 0.4; TAAR1 ag: 21.4; CHO-K1 Ca PAM: 11.2; CHRM1 PAM: 4.7; CHO-K1 Ca antag: 9.0; CHO-K1 Ca ag: 3.6; CHRM1 agonist: 0.0; CHRM1 antagonist: 2.5; TAAR1 antag: 35.7

How did CC1Nc2ncnc(N3CCN(c4ccccc4)CC3)c2N(Cc2ccc(Br)cc2)C1=O (stereo not given) do in these assays?
CHO parental Ca: -15.6; TAAR1 ag: 29.2; CHO-K1 Ca PAM: -1.1; CHRM1 PAM: -10.7; CHO-K1 Ca antag: -9.3; CHO-K1 Ca ag: 0.3; CHRM1 agonist: -4.7; CHRM1 antagonist: 6.9; TAAR1 antag: 57.2*

How did COc1cc2c(cc1NC(=O)C(C)Sc1cccc[n+]1[O-])oc1ccccc12 (stereo not given) do in these assays?
CHO parental Ca: -15.2; TAAR1 ag: 1.2; CHO-K1 Ca PAM: 18.4; CHRM1 PAM: 9.7; CHO-K1 Ca antag: 8.5; CHO-K1 Ca ag: 9.6; CHRM1 agonist: -6.8; CHRM1 antagonist: 4.2; TAAR1 antag: -6.2

What do the screens show for `CCCS(=O)(=O)C(=C1NCCO1)S(=O)(=O)CCC`?
CHO parental Ca: 2.6; TAAR1 ag: 1.5; CHO-K1 Ca PAM: 7.4; CHRM1 PAM: 5.6; CHO-K1 Ca antag: -4.5; CHO-K1 Ca ag: -0.3; CHRM1 agonist: 1.2; CHRM1 antagonist: 0.2; TAAR1 antag: -8.7

Results for CCOc1cc(CNCCc2ccc(S(N)(=O)=O)cc2)ccc1OCC(=O)NC(C)(C)C ?
CHO parental Ca: -1.9; TAAR1 ag: 8.0; CHO-K1 Ca PAM: 18.6; CHRM1 PAM: 4.0; CHO-K1 Ca antag: -7.1; CHO-K1 Ca ag: 1.0; CHRM1 agonist: -4.6; CHRM1 antagonist: -2.5; TAAR1 antag: 10.7

What do the screens show for `CC(=O)Nc1sc2c(c1C#N)CCN(Cc1ccccc1)C2`?
CHO parental Ca: -8.8; TAAR1 ag: 0.8; CHO-K1 Ca PAM: 5.9; CHRM1 PAM: 0.0; CHO-K1 Ca antag: 4.0; CHO-K1 Ca ag: 0.5; CHRM1 agonist: -9.6; CHRM1 antagonist: -1.7; TAAR1 antag: -1.2

What do the screens show for `c1ccc2c(c1)nc(NC1CCCCC1)c1nncn12`?
CHO parental Ca: -3.1; TAAR1 ag: 2.4; CHO-K1 Ca PAM: -11.1; CHRM1 PAM: 17.3; CHO-K1 Ca antag: 14.6; CHO-K1 Ca ag: 0.1; CHRM1 agonist: 2.1; CHRM1 antagonist: -9.4; TAAR1 antag: -2.1

What do the screens show for `COc1ccc(-c2c(-c3ccsc3)oc3c2C(O)CCC3)cn1` (stereo not given)?
TAAR1 ag: 1.8; CHO-K1 Ca PAM: 23.9; CHO-K1 Ca antag: -10.5; CHO-K1 Ca ag: 5.1; TAAR1 antag: 1.9

Results for COc1ccc(OCC(=O)N2CCN(c3nnc(-c4ccccc4)c4ccccc34)CC2)cc1 ?
CHO parental Ca: -11.2; TAAR1 ag: 11.1; CHO-K1 Ca PAM: 8.4; CHRM1 PAM: -7.0; CHO-K1 Ca antag: 3.6; CHO-K1 Ca ag: 1.6; CHRM1 agonist: -4.8; CHRM1 antagonist: 7.6; TAAR1 antag: 25.1

How did COc1cc2[nH]c(=O)n(CCCC(=O)NC3CCCCC3)c(=O)c2cc1OC do in these assays?
CHO parental Ca: -2.5; CHO-K1 Ca PAM: 5.7; CHRM1 PAM: 12.1; CHO-K1 Ca antag: -18.9; CHO-K1 Ca ag: 0.5; CHRM1 agonist: -1.4; CHRM1 antagonist: -20.2

Results for O=C(CCNC(=O)c1ccccc1Cl)Nc1nc(-c2ccc3ccccc3c2)cs1 ?
CHO parental Ca: -19.4; TAAR1 ag: 7.1; CHO-K1 Ca PAM: 13.8; CHRM1 PAM: -2.2; CHO-K1 Ca antag: -9.6; CHO-K1 Ca ag: 4.2; CHRM1 agonist: -5.4; CHRM1 antagonist: -3.9; TAAR1 antag: 34.3

How did COc1ccc(CNCc2ccccc2[N+](=O)[O-])cc1OC do in these assays?
CHO parental Ca: -16.8; TAAR1 ag: -0.6; CHO-K1 Ca PAM: 7.6; CHRM1 PAM: 7.0; CHO-K1 Ca antag: 21.7; CHO-K1 Ca ag: -0.6; CHRM1 agonist: -8.2; CHRM1 antagonist: -11.9; TAAR1 antag: -9.1

Results for Fc1ccc(Nc2nc(NCc3ccccc3)nc3ccsc23)cc1 ?
TAAR1 ag: 10.8; CHO-K1 Ca PAM: 13.6; CHRM1 PAM: -8.4; CHO-K1 Ca antag: 6.9; CHO-K1 Ca ag: 5.5; CHRM1 agonist: 0.9; CHRM1 antagonist: 4.5; TAAR1 antag: 19.9

How did Cc1c(NC(=O)C(C)OC(=O)c2nc(Cl)ccc2Cl)c(=O)n(-c2ccccc2)n1C (stereo not given) do in these assays?
CHO parental Ca: -4.2; TAAR1 ag: 2.4; CHO-K1 Ca PAM: 19.2; CHRM1 PAM: 10.8; CHO-K1 Ca antag: -14.0; CHO-K1 Ca ag: 1.1; CHRM1 agonist: -4.1; CHRM1 antagonist: -15.7; TAAR1 antag: -16.6

What do the screens show for `O=C(NC1CCCCC1)C(c1cccs1)N(Cc1cccs1)C(=O)c1ccco1` (stereo not given)?
CHO parental Ca: -19.1; TAAR1 ag: 4.7; CHO-K1 Ca PAM: 5.3; CHRM1 PAM: -7.0; CHO-K1 Ca antag: -4.0; CHO-K1 Ca ag: 3.6; CHRM1 agonist: -7.2; CHRM1 antagonist: 8.0; TAAR1 antag: 16.0

How did CCOC(=O)CSc1nc2ccccc2n1CC(=O)NC(C)(C)C do in these assays?
CHO parental Ca: -0.9; TAAR1 ag: 10.8; CHO-K1 Ca PAM: 9.4; CHRM1 PAM: -0.7; CHO-K1 Ca antag: 4.2; CHO-K1 Ca ag: 2.1; CHRM1 agonist: -5.2; CHRM1 antagonist: -0.9; TAAR1 antag: -1.7

Random draw from the library. About 4.4% of those tested had a hit in this group.
